SNCA expr inh = reduces expression of the alpha-synuclein gene | Potency, µM (doses to about 57.2 µM), inactives show at the highest dose activity change, negative = inhibition, usual class: inhibitors | AID 1671194 | HEK-293 SNCA-luciferase knock-in, luminescence, 24 h | 140,000 tested, 0.17% active;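 note: potency is the fitted concentration of half-maximal effect; plate controls were DMSO cells for no effect and cell-free wells for full effect; nearly all actives have a fitted effect of over 45% in size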
HEK cytotox = cytotoxic compounds in HEK 293 cells | 94,000 tested, 6.6% active | HEK 293 viability, ATP luminescence (CellTiter-Glo), 48-72 h | AID 1345083 | Potency, µM (doses to about 115 µM), inactives show at the highest dose activity change, negative = cytotoxicity, actives largely listed as inhibitors; note: potency is the fitted concentration of half-maximal effect; nearly all actives have a fitted effect of over 60% in size
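HEK 293 seeded at 250 cells/well receive compound via pintool. After 48 or 72 hr at 37 degree Celsius, 5% CO2 and 95% humidity, CellTiter-Glo is dispensed and luminescence read following 10 min at room temperature.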
IP6K1 inh = blocks human inositol hexakisphosphate kinase 1. IP6K1 kinase, ADP-Glo luminescence, 2 h; stronger effect = lower value. activity change, % (series mostly up to about 58 µM). 140,000 tested, 0.81% active. Q92551; in the data active = activity change below about -25%
Target sequence (Q92551 whole entry, looked up): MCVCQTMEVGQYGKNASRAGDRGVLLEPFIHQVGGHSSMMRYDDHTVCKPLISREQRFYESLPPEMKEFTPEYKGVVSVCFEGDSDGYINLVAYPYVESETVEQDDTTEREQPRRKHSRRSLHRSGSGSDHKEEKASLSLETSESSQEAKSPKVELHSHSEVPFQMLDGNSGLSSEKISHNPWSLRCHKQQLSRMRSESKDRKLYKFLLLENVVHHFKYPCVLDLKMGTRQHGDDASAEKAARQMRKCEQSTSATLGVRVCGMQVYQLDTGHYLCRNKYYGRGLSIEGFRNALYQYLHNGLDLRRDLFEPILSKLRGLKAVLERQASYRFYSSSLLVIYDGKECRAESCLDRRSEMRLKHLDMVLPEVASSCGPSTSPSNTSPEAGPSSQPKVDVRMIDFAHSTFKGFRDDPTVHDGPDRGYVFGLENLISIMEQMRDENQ
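ADP-Glo luminescence measures ADP made by human IP6K1 during a 2 h RT reaction with ATP/IP6 (mix at 1.3 mM/130 uM); top library doses 57.5 and 19.1 uM final.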
FLuc inh = Photinus pyralis luciferase inhibition | P08659 | purified P. pyralis luciferase, luminescence, biochemical | Potency, µM (titrated, usually from 115 µM), inactives show top-dose activity change, negative = inhibition, usual class: inhibitors | 76,000 tested, 2.5% active | AID 1347043; note: potency is the fitted concentration of half-maximal effect; nearly all actives have a fitted effect of over 65% in size
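Inhibitors were tested against purified firefly luciferase in a biochemical, low-substrate format (both substrates at 10uM) and luminescence measured with a CCD imager.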
GPT2 inh = blocks human glutamate pyruvate transaminase 2. Q8TD30. Recombinant GPT2, coupled pyruvate oxidase/HRP Amplex Red fluorescence. Potency, µM (doses to about 57.7 µM), for inactives: at the top dose activity change, negative = inhibition, usual class: inhibitors. 100,000 tested, 0.25% active. AID 1671188; note: potency is the fitted concentration of half-maximal effect; nearly all actives have a fitted effect of over 60% in size; many of its hits are not listed in these tables
Target sequence (Q8TD30 whole entry, looked up): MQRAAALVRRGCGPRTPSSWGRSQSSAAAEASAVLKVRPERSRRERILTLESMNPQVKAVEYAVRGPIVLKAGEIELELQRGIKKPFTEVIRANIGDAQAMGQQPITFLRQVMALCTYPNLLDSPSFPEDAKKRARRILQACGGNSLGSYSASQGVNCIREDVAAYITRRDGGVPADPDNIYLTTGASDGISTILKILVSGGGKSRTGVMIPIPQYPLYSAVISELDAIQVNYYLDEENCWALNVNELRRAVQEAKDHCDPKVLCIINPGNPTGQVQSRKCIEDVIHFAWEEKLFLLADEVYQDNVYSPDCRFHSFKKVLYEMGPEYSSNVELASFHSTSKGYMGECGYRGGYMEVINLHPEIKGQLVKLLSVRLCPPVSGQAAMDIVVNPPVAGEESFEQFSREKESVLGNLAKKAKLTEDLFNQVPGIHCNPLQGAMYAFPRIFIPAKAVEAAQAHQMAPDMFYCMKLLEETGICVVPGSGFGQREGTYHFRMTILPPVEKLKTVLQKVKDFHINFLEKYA
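Recombinant GPT2 (10ng/uL) with 250uM a-KG and 2mM L-alanine, 30 min at room temperature, in HEPES pH 7.5 buffer. Pyruvate detected by pyruvate oxidase/HRP/Amplex Red fluorescence after 30 min in the dark; AOA (50uM) as positive control.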
HEK293 viab = reduces viability of HEK-293 SNCA reporter cells; HEK-293-SNCA-luc viability, GF-AFC fluorescence, 24 h; Potency, µM (series often up to 57.1 µM), for the others: at the highest dose activity change, negative = cytotoxicity, actives largely listed as cytotoxic; 150,000 tested, 0.12% active;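 note: potency is the fitted concentration of half-maximal effect; 0% = DMSO-treated cells and -100% = medium-only wells without cells; nearly all actives have a fitted effect of over 30% in size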
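HEK-293-SNCA-luc cells (1500/well) plated 24 h, then exposed 24 h to a dilution series; GF-AFC added 30 min at 37C, fluorescence 405/540 nm; normalised to medium-only and DMSO wells, Hill fit.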
3T3 cytotox = cytotoxic compounds in NIH 3T3 cells; NIH 3T3 viability, CellTiter-Glo ATP luminescence, 48-72 h; Potency, µM (series often up to 96.7 µM), for inactives: top-dose activity change, negative = cytotoxicity, most hits filed as inhibitors; 94,000 tested, 4.3% active; note: potency is the fitted concentration of half-maximal effect; nearly all actives have a fitted effect of over 55% in size
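Cytotoxicity was measured by CellTiter-Glo ATP luminescence after 48 or 72 h compound exposure at 37 °C. Mouse NIH 3T3 fibroblasts were seeded at 400 cells/well and dosed by 23 nL pin transfer.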
An asterisk follows results filed as active; i = inactive; ? = inconclusive; nt = not tested or not shown; [ ] = another dose, or the depositor's remark. Unless noted, calls come from the whole dose curve; as a rule, active = well fitted curve in the direction sought with a large enough effect; inconclusive = small, poorly fitted or top-dose-only effect, or another doubt; inactive = no such curve, though single readings can be large; an effect the other way counts as inactive or inconclusive. Unless noted, % is set by controls: 0 for no effect and ±100 for the full control effect. An excerpt; count on the stated rates, not on these rows.

Compound | SNCA expr inh | HEK cytotox | IP6K1 inh | FLuc inh | GPT2 inh | HEK293 viab | 3T3 cytotox
CC(C)C1CN(C(=O)c2ncoc2C2CC2)CCCN1Cc1ccc(F)cc1 (stereo not given) | -9% | ? | 19 | 9% | -10% | -13% | ?
CCc1noc(-c2nnn3c2COC(c2ccc(Cl)cc2)C3)n1 (stereo not given) | 2% | -27% | -10 | -14% | i | 4% | ?
CC1(C)CC(NC(=O)C(=O)Nc2ccc(Br)cc2)CC(C)(C)N1 | nt | nt | -8 | nt | -8% | -4% | nt
COc1cccc2c1cc1c(=O)n(CC(=O)N3CCN(c4cccc(C)c4C)CC3)nc(C)n12 | 0% | nt | -26* | nt | nt | 7% | nt
O=C(c1ccco1)N1CC(Oc2ccc(-c3nc(-c4ccccc4)no3)cc2)C1 | -3% | 20µM* | 11 | ? | -17% | -23% | 28µM*
COC(=O)N1CCN(C(=O)c2nc3cccnc3n(-c3ccccc3OC)c2=O)CC1 | 22% | -7% | -5 | nt | i | 2% | i
O=C(CC1Sc2ccccc2NC1=O)Nc1cccc(C(F)(F)F)c1 (stereo not given) | -5% | nt | 21 | nt | nt | -3% | nt
CC(C)(C)c1ccc(-c2cc(C[C@H]3CNCC[C@H]3CC(=O)N3CCN(c4ccc(F)cc4)CC3)no2)cc1 | -9% | ? | 7 | -17% | i | -5% | ?

Continuation:
Compound | SNCA expr inh | HEK cytotox | IP6K1 inh | FLuc inh | GPT2 inh | HEK293 viab | 3T3 cytotox
Cc1ccc(-c2nn3c(C)nnc3c3ccccc23)cc1S(=O)(=O)NC(C)(C)CO | 49%[activator] | nt | -3 | nt | nt | -2% | nt
O=C(Oc1ccccc1F)c1nc(SCc2ccc(F)cc2)ncc1Cl | 19% | nt | -38* | nt | nt | 7% | nt
Cc1ccc(C)c2c(=O)cc(CNC(CCn3cncn3)c3ccccc3)[nH]c12 (stereo not given) | 1% | -20% | 2 | -4% | -16% | -5% | ?
COc1ccc(-c2c(C)c3ccc(O)c(CN4CCN(C)CC4)c3oc2=O)cc1OC | 1% | nt | 15 | nt | nt | ? | nt
CCC1=C(c2ccc(C)cc2)S(=O)(=O)N=C1N1CCC(C(=O)NCCc2ccc(Cl)cc2)CC1 | ? | nt | 1 | nt | nt | -17% | nt
CCC(=O)N1CCc2cc(S(=O)(=O)CCC(=O)NCc3ccccc3OC)ccc21 | 44% | nt | 21 | nt | nt | -7% | nt
COc1cccc(CC(=O)N2CCC3(CC2)CN(C2CCC2)CC3CO)c1 (stereo not given) | 28% | -14% | 6 | -3% | 3% | 4%[12.5 µM] | i
COC(=O)C(CCSC)NC(=O)c1cc2c(n(-c3ccc(Cl)cc3)c1=O)CCCC2=O (stereo not given) | 9% | nt | -3 | nt | nt | 6% | nt

Next structures:
Compound | SNCA expr inh | HEK cytotox | IP6K1 inh | FLuc inh | GPT2 inh | HEK293 viab | 3T3 cytotox
COc1cccc(-c2nc(S(=O)(=O)c3ccccc3)c(N3CCCCC3)o2)c1 | 2% | nt | 11 | nt | nt | 2% | nt
COCCN1C(=O)CS(=O)C12CCN(C(=O)Nc1ccc(OC)cc1)CC2 (stereo not given) | -9% | -6% | 13 | 0% | -13% | 2% | -3%
COCCNC(=O)CC1=CSC2=NC(C)=C(C(=O)Nc3ccccc3)C(c3cccc(C)c3)N12 (stereo not given) | 6% | ? | 15 | -11% | i | -4% | -26%
O=C(NC1CC1)[C@@H]1CN(CCCc2ccccc2)C[C@H]1CO | -9% | ? | 3 | -1% | -6% | -8% | ?
CC(=O)Nc1c(C)nn(-c2ccccc2)c1N1CCC(C(=O)Nc2ccccc2C(F)(F)F)CC1 | 24% | nt | 6 | nt | nt | 6% | nt
COc1cccc(-c2nc(SCc3cc(=O)c4cc(Cl)ccc4[nH]3)n[nH]2)c1 | 15% | nt | 11 | nt | nt | 3% | nt
CNC(=O)c1cc(C)nc2onc(C3CCCN([S+](=O)([O-])CCC(F)(F)F)C3)c12 (stereo not given) | nt | i | 3 | nt | nt | nt | -2%
O=C(NC1CCOCC1)c1ccc2c(c1)OCCN(c1ccccc1)C2 | -15%[87.6 µM] | 79µM* | -2 | -9%[172 µM] | i | 2%[87.6 µM] | ?

(cont.)
mol | SNCA expr inh | HEK cytotox | IP6K1 inh | FLuc inh | GPT2 inh | HEK293 viab | 3T3 cytotox
O=C(c1ccon1)N1CCN(Cc2cnn3cccnc23)CC(O)C1 (stereo not given) | 13% | 14% | -3 | 11% | 3% | 6% | i
Cc1nccn1CCCC(=O)N1CC[C@](C)(O)[C@H](C)C1 | -25% | i | 4 | 1% | -3%[11.5 µM] | -3% | i
COc1ccc(-c2nn(-c3ccccc3)cc2CN2CCOC(C)(C)C2)c(F)c1 | 1% | ? | 6 | ? | 4% | 0% | -25%
C#CCN(C)C(=O)[C@@H](C)C1CC[C@@]2(C)Cc3sc(NC)nc3[C@@H](C)[C@@H]2[C@H]1O (stereo not given in full) | 22%[87.6 µM] | -22%[172 µM] | 4 | -14%[172 µM] | ? | 11%[87.6 µM] | -26%[138 µM]
Cc1cccc(C)c1NC(=O)N(C)CC1CCOCC1 | -16% | -3% | 23 | -7% | i | 5% | 2%
Cc1ccc2cccc(NC(=O)c3ccc(-c4ccc(Cl)cc4Cl)o3)c2n1 | 40% | nt | -7 | nt | nt | 1% | nt
COc1ccc(OC)c(CCNC(=O)C2CCN(c3ncnc4c3nc3n4CCCCC3)CC2)c1 | 11% | nt | -3 | nt | nt | -6% | nt
NC(=O)CNC(=O)C1=C[C@@H](NC(=O)NC2CCCCC2)[C@@H](O)[C@H](O)C1 | ? | 0%[172 µM] | -9 | -1%[172 µM] | ? | -3%[87.6 µM] | -2%[174 µM]
Cc1cccc(CC(=O)Nc2c(C(=O)Nc3cccc(F)c3)oc3ccccc23)c1 | 41%[activator] | nt | -4 | nt | nt | 4% | nt
CN(C)CCNc1cc(-c2ccc3ccccc3n2)c2cc[nH]c2n1 | 57%[activator] | 40µM* | 27 | -8% | 4%[11.5 µM] | -9% | ?
O=C1CO[C@H]2CCN(CCCc3ccccc3)CC[C@@H]2N1c1ccccc1 | -13%[87.6 µM] | 100µM* | -4 | -4%[172 µM] | -11%[88.5 µM] | -20%[87.6 µM] | 89µM*
Cc1ccc2c(n1)N(C)[C@H](CO)CCN(Cc1cn(C)c3ccccc13)C2 | 12%[87.6 µM] | ? | 5 | -3%[172 µM] | -26%[88.5 µM] | 6%[87.6 µM] | -28%[138 µM]
COC(=O)COc1ccc2oc(-c3ccc(OC)cc3)cc(=O)c2c1 | 227%[activator] | nt | -12 | nt | nt | 11% | nt
COc1cc(OC)cc(C(=O)N2CCC(c3n[nH]c(=O)n3-c3ccc(C)cc3)CC2)c1 | -6% | 2% | 1 | -5% | i | -1% | 25µM*
COCC(=O)N1CCN(C(=O)c2nc3cccnc3n(CCc3ccccc3)c2=O)CC1 | -1% | 1% | 8 | nt | i | -3% | -7%
COc1ccc(CN2C=C(C(=O)OCc3nc(-c4cccc(F)c4)no3)C(C)=NS2(=O)=O)cc1 | -21% | ? | -1 | -19% | i | -7% | -19%
Cc1ccccc1NC(=O)CN1C(=O)NC2(CCOCC2)C1=O | -12% | -6% | 8 | -3% | -16% | -10% | i
CCn1c(C2CCNCC2)nn(Cc2cnn(-c3ccccc3F)c2)c1=O | -23% | -27% | 24 | 10% | i | -2% | -17%
COCC1CN(C)CC12CCN(Cc1ccsc1)CC2 (stereo not given) | -9% | ? | 26 | 3% | i | 5% | -23%
CCCCNC(=O)CC(c1cccc([N+](=O)[O-])c1)c1c[nH]c2ccccc12 (stereo not given) | ? | ? | 2 | 6% | i | -1% | ?
O=C1CCN(C(=O)[C@H](Cc2ccccc2)NC(=O)C2CCC2)CCCOCCN1 | -10% | -4% | -7 | -12% | 5% | -9% | -14%
CCOC(=O)c1cn(C2CN(S(=O)(=O)c3ccc(F)cc3F)C2)nn1 | 13% | 1% | 19 | 3% | i | 7% | i
O=C(C1CCCC1)N1CCn2c(nnc2C2CCCNC2)C1 (stereo not given) | 26% | i | -3 | nt | -8% | 4% | 5%
Cc1noc2ncnc(N3CCN(Cc4ccc(F)c(F)c4)C(CCO)C3)c12 (stereo not given) | 15% | ? | -5 | 5% | i | 5% | ?
COc1ccc(S(=O)(=O)NCCc2cn3ccsc3n2)cc1 | -3% | nt | 6 | nt | nt | -9% | nt
O=C(Nc1cccc(Cl)c1Cl)c1cc(S(=O)(=O)N2CCCCC2)ccc1F | -6% | nt | 7 | nt | nt | 3% | nt
Cc1ccccc1C(=O)N1CCC2(CC1)NC(=O)N(c1ccccc1)N2 | -14% | ? | -5 | 13% | ? | -4% | ?
CC(C)(C)c1cc(C[C@@H]2C[C@H](NC3CCOCC3)C2(C)C)no1 | 8%[87.6 µM] | ? | -6 | -3%[172 µM] | 4%[88.5 µM] | -6%[87.6 µM] | ?

Quoted at random: five compounds from above
mol | SNCA expr inh | HEK cytotox | IP6K1 inh | FLuc inh | GPT2 inh | HEK293 viab | 3T3 cytotox
O=C(c1ccon1)N1CCN(Cc2cnn3cccnc23)CC(O)C1 (stereo not given) | 13% | 14% | -3 | 11% | 3% | 6% | i
CN(C)CCNc1cc(-c2ccc3ccccc3n2)c2cc[nH]c2n1 | 57%[activator] | 40µM* | 27 | -8% | 4%[11.5 µM] | -9% | ?
Cc1ccc2c(n1)N(C)[C@H](CO)CCN(Cc1cn(C)c3ccccc13)C2 | 12%[87.6 µM] | ? | 5 | -3%[172 µM] | -26%[88.5 µM] | 6%[87.6 µM] | -28%[138 µM]
O=C(Nc1cccc(Cl)c1Cl)c1cc(S(=O)(=O)N2CCCCC2)ccc1F | -6% | nt | 7 | nt | nt | 3% | nt
COC(=O)COc1ccc2oc(-c3ccc(OC)cc3)cc(=O)c2c1 | 227%[activator] | nt | -12 | nt | nt | 11% | nt

In the list so far, these have a CF3 group:
mol | SNCA expr inh | HEK cytotox | IP6K1 inh | FLuc inh | GPT2 inh | HEK293 viab | 3T3 cytotox
O=C(CC1Sc2ccccc2NC1=O)Nc1cccc(C(F)(F)F)c1 (stereo not given) | -5% | nt | 21 | nt | nt | -3% | nt
CC(=O)Nc1c(C)nn(-c2ccccc2)c1N1CCC(C(=O)Nc2ccccc2C(F)(F)F)CC1 | 24% | nt | 6 | nt | nt | 6% | nt
CNC(=O)c1cc(C)nc2onc(C3CCCN([S+](=O)([O-])CCC(F)(F)F)C3)c12 (stereo not given) | nt | i | 3 | nt | nt | nt | -2%

Screening data from PubChem BioAssay.
